phage Ecoli inh – E. coli growth loss with phage present. growth absorbance. inhibition, % at 11.9 µM. 360,000 tested, 0.26% active. AID 651602; in the data active = inhibition above about 11%
Numbers without * were called inactive; & = joins results of further samples. Only part of the results is shown; the hit share may differ from the screen's.

Start of the listing, in advance, seven compounds:
SMILES	phage Ecoli inh
CC1(C(=O)NCc2cccc(C(F)(F)F)c2)CCN1CCc1ccccc1 (stereo not drawn)	1.7
Cc1cc(C)c(C#N)c(OCC2CCCO2)n1 (stereo not drawn)	0.2
CCNC(=O)C1(C)CCCN1Cc1cccc(C(F)(F)F)c1 (stereo not drawn)	2.1
O=c1c2ccccc2nc2n1CCc1ccc(Br)cc1-2	1.4
CC(C)(C)n1nnnc1C(c1ccccc1)N1CCN(c2ncccc2C(F)(F)F)CC1 (stereo not drawn)	0.7&7.0
CCN(CC)C(=O)c1cccc(-c2csc(C(O)c3ccco3)n2)c1 (stereo not drawn)	1.0
COc1cc(-c2cnc3c(NC(C)=O)cc(-c4cccc(C(=O)NCCO)c4)cn23)cc(OC)c1OC	2.3

The list itself, from the first entry:
SMILES	phage Ecoli inh
CC1(C(=O)NCc2cccc(C(F)(F)F)c2)CCN1CCc1ccccc1 (stereo not drawn)	1.7
Cc1cc(C)c(C#N)c(OCC2CCCO2)n1 (stereo not drawn)	0.2
CCNC(=O)C1(C)CCCN1Cc1cccc(C(F)(F)F)c1 (stereo not drawn)	2.1
O=c1c2ccccc2nc2n1CCc1ccc(Br)cc1-2	1.4
CC(C)(C)n1nnnc1C(c1ccccc1)N1CCN(c2ncccc2C(F)(F)F)CC1 (stereo not drawn)	0.7&7.0
CCN(CC)C(=O)c1cccc(-c2csc(C(O)c3ccco3)n2)c1 (stereo not drawn)	1.0
COc1cc(-c2cnc3c(NC(C)=O)cc(-c4cccc(C(=O)NCCO)c4)cn23)cc(OC)c1OC	2.3
CN(C)c1ccc(-c2csc(C(O)c3cccc(Cl)c3)n2)cc1 (stereo not drawn)	3.0
CCCCCCCCN1C(=O)[C@H](CC(=O)NCc2ccccc2)C[C@@]2(C(=O)OCC)CCC=C12	1.3
COC(=O)C1=C(C)N(Cc2ccccc2C(F)(F)F)C(=NCc2ccc(OC)cc2)NC1c1cccc(C(F)(F)F)c1 (stereo not drawn)	5.4
COc1cccc(CN(C)C(=O)[C@H]2O[C@@H](n3cnc4c(=O)[nH]c(N)nc43)[C@H](O)[C@@H]2O)c1	0.9
COCCCN1C(=O)C(CC(=O)NCC2CCCCC2)CC(C(=O)N(C(C)C)C(C)C)=C1C (stereo not drawn)	1.6
CC1(C(=O)NS(=O)(=O)c2ccccc2C(F)(F)F)CCN1C(=O)CCc1cccs1 (stereo not drawn)	1.2
Cc1ccc(COC[C@H](CC(C)C)N2CCN(C(=O)c3cccc(C(F)(F)F)c3)CCC2=O)cc1	-0.7
CCCCCCCCN1C(=O)[C@@H](CC(=O)N2CCSCC2)C[C@@]2(C(=O)OC)C1=C[C@H](C(C)(C)C)O[C@@H]2C	0.4

Some values from above:
Result for Cc1cc(C)c(C#N)c(OCC2CCCO2)n1 (stereo not drawn) under phage Ecoli inh: 0.2
Result for Cc1ccc(COC[C@H](CC(C)C)N2CCN(C(=O)c3cccc(C(F)(F)F)c3)CCC2=O)cc1 under phage Ecoli inh: -0.7
Result for CCCCCCCCN1C(=O)[C@H](CC(=O)NCc2ccccc2)C[C@@]2(C(=O)OCC)CCC=C12 under phage Ecoli inh: 1.3

A section from further up, for reference:
SMILES	phage Ecoli inh
COCCCN1C(=O)C(CC(=O)NCC2CCCCC2)CC(C(=O)N(C(C)C)C(C)C)=C1C (stereo not drawn)	1.6
CC1(C(=O)NS(=O)(=O)c2ccccc2C(F)(F)F)CCN1C(=O)CCc1cccs1 (stereo not drawn)	1.2
Cc1ccc(COC[C@H](CC(C)C)N2CCN(C(=O)c3cccc(C(F)(F)F)c3)CCC2=O)cc1	-0.7
CCCCCCCCN1C(=O)[C@@H](CC(=O)N2CCSCC2)C[C@@]2(C(=O)OC)C1=C[C@H](C(C)(C)C)O[C@@H]2C	0.4

(list continues)
SMILES	phage Ecoli inh
CCCCCCCCC(c1nc2ccccc2[nH]1)N1CCN=C1c1cc2ccccc2[nH]1 (stereo not drawn)	4.0
C[C@H](CO)N1C[C@H](C)[C@@H](CN(C)C(=O)Nc2ccc3c(c2)OCO3)OCc2cn(nn2)CCCC1=O	2.0
Cc1ccccc1-c1cc2nc(NCCOc3ccccc3)n(C)c(=O)c2s1	0.4
CCc1nc2ccc(C(=O)Nc3ccc(OC)c(OC)c3)cn2c1N(C)C(=O)Cc1ccccc1	1.6
CS(=O)(=O)c1ccc(-c2cc(NC=O)c3ncc(-c4ccc(F)cc4)n3c2)cc1	2.9
COc1cc(F)ccc1-c1cc(C(=O)Nc2cc(OC)c(OC)c(OC)c2)[nH]n1	-0.3
Cc1ccccc1NC(=O)Nc1nc(C2CCC(=O)N2)cs1 (stereo not drawn)	2.0
COc1ccc(Cc2c(-c3cccc(Br)c3)nc3ccc(Br)cn23)c(C)c1	1.1
Cn1c(N)c(C#N)c(-c2ccccc2)c(C#N)c1=O	3.3
COC(=O)C[C@H]1CC[C@H](NC(=O)Nc2ccccc2)[C@@H](CO)O1	1.8
O=C1NC[C@H](CCCCN2C[C@H](Cc3ccc(O)cc3)N(CCc3ccc(O)cc3)C(=O)C2=O)N(CCc2ccc(O)cc2)C1=O	0.4
CC1(C(=O)NS(=O)(=O)C2CC2)CCCN(C(=O)c2ccccc2OC(F)(F)F)C1 (stereo not drawn)	4.7
CC(C)C(N)c1csc(NC(=O)Nc2cccc(Cl)c2)n1 (stereo not drawn)	2.2
NC(COCc1ccccc1)c1csc(Nc2cc(Oc3ccccc3)ncn2)n1 (stereo not drawn)	-2.2
N#CCCN(Cc1ccccc1)C(C(=O)NC1CCCCC1)C1CC1 (stereo not drawn)	1.8
Brc1ccc2nc(C3CCCCC3)c(CC3CCCCC3)n2c1	3.2
OCCC#Cc1ccc(N2C(c3ccsc3)=Cc3ccc(F)cc3C2c2c[nH]c3ccccc23)cc1 (stereo not drawn)	2.1
CCOC(=O)C1=CC[C@@H](c2ccccc2C(F)(F)F)N(S(=O)(=O)c2ccc(C)cc2)[C@H]1c1ccc(C#N)cc1	4.5
COC(=O)C[C@H]1C=C[C@H](NC(=O)Nc2ccccc2)[C@@H](CO)O1	0.6
CCCCC(=O)N(C)c1c(C)nc2ccc(C(=O)N(C)CCN(C)C)cn12	2.0
CC1ON=C(c2cccc3ccccc23)N(C)C1=O (stereo not drawn)	1.5
CCC(=O)N1CCCC1(C)C(=O)Nc1ccc2nc(C)ccc2c1 (stereo not drawn)	2.1
CCOC1=C2[C@@H](CN(S(=O)(=O)c3ccc(C)cc3)[C@H]2c2ccccc2)[C@H]2C(=O)N(Cc3ccccc3)C(=O)[C@H]2C1	-0.3
CCC(CC)C(=O)N(C)c1c(C)nc2c(OCc3ccc(C(F)(F)F)cc3)cccn12	0.5
O=C1C=C(OCCF)CC(c2cccc(Cl)c2)O1 (stereo not drawn)	2.4
COc1ccccc1S(=O)(=O)N(C)C[C@H]1Oc2cc(Br)ccc2S(=O)(=O)N([C@H](C)CO)C[C@H]1C	-4.2
CCCC(=O)N1CCC1(C)C(=O)Nc1ccc(C)c(C)c1 (stereo not drawn)	3.6
CCCCOCCCNC(=O)C[C@@H]1C[C@@]2(C(=O)OCC)CCCC=C2N(Cc2ccc(Cl)cc2Cl)C1=O	1.5
CN(C)C(=O)c1cccc(-c2cccc3nccn23)c1	-2.7
O=C(NC(c1ccccc1)c1ccc2ccccc2n1)C1CCN(CCOc2ccc(Cl)cc2)CC1 (stereo not drawn)	0.3
C[C@]12Cc3ccccc3C1CC1=N[C@@H](c3ccccn3)O[C@@]13C[C@@H]2C(=O)N3C1CCN(Cc2ccccc2)CC1 (stereo partly drawn)	1.6
C[C@H]1CNCCN1c1ccc(N2CCS(=O)(=O)CC2)c(C#N)c1	0.9
COc1cc(OC)cc(C2=Cc3ccccc3C(CC(C)=O)N2c2ccc(C#CC3(N)CCCCC3)cc2)c1 (stereo not drawn)	4.4
CCCCOCC1CN(CCCC)S(=O)(=O)c2c(F)cccc2O1 (stereo not drawn)	2.0
CN(C)c1ccc(N(C)C)c(C(O)(c2ccccc2)c2ccccc2)c1	3.2
Nc1ccn([C@@H]2O[C@H](C(=O)N[C@H]3c4ccccc4C[C@H]3O)[C@@H](O)[C@H]2O)c(=O)n1	-2.0
COc1cc(F)ccc1-c1cc(C(=O)NCc2ccc(F)cc2)[nH]n1	-0.3
CCCC(C)(C)C(=O)N1CCC1(C)C(=O)Nc1cccc(OC)c1 (stereo not drawn)	2.5
NC(c1csc(Nc2ccccn2)n1)c1ccccc1Cl (stereo not drawn)	-3.4
COc1ccc(C(O)c2ncc(-c3ccccc3OC)[nH]2)cc1 (stereo not drawn)	0.4
COC(=O)[C@@]12C[C@@H](CC(=O)NCCCCc3ccccc3)C(=O)N(CCc3ccc(OC)c(OC)c3)C1=CCC(C)(C)C2	1.6
CCCCN(CCCC)Cc1cc(=O)oc2cc(OC)c(Cl)cc12	4.8
O=C1C[C@@H]2C(=O)N(c3ccccc3)C(=O)[C@@H]2[C@@H]2CN(S(=O)(=O)c3ccccc3)[C@@H](c3ccccc3)[C@H]12	2.7
CCNC(=S)Nc1ccc2c(c1)c(=O)n(C)n2-c1cc(C)cc(C)c1	0.2
COC(=O)[C@@]1(Sc2ccc(C)cc2)CC(=O)N(c2ccccc2)[C@@H]1c1ccccc1	3.0
CC(C)Oc1cccc(C(=O)Nc2nnc([C@H]3C[C@H](O)[C@@H](CO)O3)s2)c1	2.5
CN1C(=O)N(C)N(Cc2ccccc2)C(=O)N1Cc1ccccc1	4.8
Cc1cccc(S(=O)(=O)NC(=O)C2(C)CCN2C(=O)C2(c3ccc(Cl)cc3)CC2)c1 (stereo not drawn)	0.5
O=C(Nc1ccc(F)cc1)C(c1cc2ccccc2o1)N1CCN(c2ccncc2)CC1 (stereo not drawn)	3.6
CC(C)[C@H]1COCCS(=O)(=O)N1Cc1ccccc1-c1cccc2c1sc1ccccc12	2.2
O=C(NCC(O)c1nc2ccccc2[nH]1)c1cc([N+](=O)[O-])ccc1F (stereo not drawn)	2.4
COC(=O)C1=C(C)N(CC(C)C)C(=S)NC1c1ccc(-c2ccccc2)cc1 (stereo not drawn)	2.3
S=C(NCCCCN(Cc1ccc(Cl)cc1)c1ccc(Br)cn1)NCCCc1cnc[nH]1	3.8
CC(=O)C1=CCN(C)CC1	1.1
CN(C)c1ccc(NC(=O)Nc2nc(C(N)C3CCCCC3)cs2)cc1 (stereo not drawn)	-0.3
Cc1ccsc1C(=O)N1CCCC(C)(C(=O)O)C1 (stereo not drawn)	0.9
COc1ccc(CNS(=O)(=O)c2cc(Cl)ccc2N2CC[C@@H](O)C2)cc1	0.5
CCCCCCCCN1C(=O)[C@@H](CC(=O)NCc2ccccc2)C[C@@]2(C(=O)OC)C1=C[C@H](C(C)(C)C)O[C@@H]2C	1.0
O=C(Cc1cn(Cc2ccccc2)c2ccccc12)Nc1ccc(Nc2cccnc2)c(Br)c1	1.2
O=C(/C=C(\Nc1cccc(Cl)c1F)c1ccccc1)c1ccccc1	2.2

Arranged by number of heavy atoms (lowest first): part of the list above.
SMILES	phage Ecoli inh
CC(=O)C1=CCN(C)CC1	1.1
CN(C)c1ccc(NC(=O)Nc2nc(C(N)C3CCCCC3)cs2)cc1 (stereo not drawn)	-0.3
CCCCCCCCN1C(=O)[C@@H](CC(=O)NCc2ccccc2)C[C@@]2(C(=O)OC)C1=C[C@H](C(C)(C)C)O[C@@H]2C	1.0

Continuation:
SMILES	phage Ecoli inh
COc1ccc(O)cc1CN1CCN(c2ncc(Cc3ccccc3)cn2)CC1	1.4
CN(C)CCNc1ncnc2c1ncn2[C@H]1CN(Cc2ccc(Cl)cc2)C[C@@H](CO)O1	0.7
CC1C(=O)N(Cc2cn(Cc3ccco3)nn2)CCS(=O)(=O)N1Cc1ccc(-c2ccccc2C(F)(F)F)cc1 (stereo not drawn)	-1.2
COc1cc(C(O)c2nc(-c3ccc(F)c(Cl)c3)cs2)ccc1F (stereo not drawn)	3.5
COc1ccc(Cl)c(-c2cc(C(=O)Nc3ccc(F)cc3)[nH]n2)c1	3.5
NC(Cc1ccc(Cl)cc1)c1csc(Nc2ccc(C(=O)c3ccccc3)cc2)n1 (stereo not drawn)	2.0
COC(=O)c1[nH]c2cccc(OC)c2c1NC(=O)CCN1CCN(c2ccccc2F)CC1	0.5
COc1ccc2c(c1)nc(-c1cccc(Br)c1)c(=O)n2C(c1ccccn1)c1nc2ccccc2[nH]1 (stereo not drawn)	2.6
CC(C)NC(=O)c1cc(C2CCCCN2C(=O)OCCF)on1 (stereo not drawn)	0.7
COc1ccccc1C(=O)N1CCN(C(=O)[C@@H](Cc2ccccc2)NC(=O)[C@H]2O[C@@H](n3ccc(N)nc3=O)[C@H](O)[C@@H]2O)CC1	2.0
O=C(Cc1ccc(OCc2ccccc2)cc1)NCc1ccc2c(c1)OCO2	-1.2
CCc1nc2c(OCc3ccc(S(C)(=O)=O)cc3)cccn2c1N(C)C(=O)c1ccccc1F	1.0
Nc1nc2c(ncn2[C@@H]2O[C@H](CNC(=O)[C@H](N)Cc3ccccc3)[C@@H](O)[C@H]2O)c(=O)[nH]1	3.6
COC(=O)c1[nH]c2cccc(OC)c2c1NC(=O)CCN1CCN(c2cccc(Cl)c2)CC1	0.8
CCOC(=O)C1=CCN(S(=O)(=O)c2ccc(C)cc2)C1c1ccccc1 (stereo not drawn)	1.0
CC(C)CNc1ncnc2c1ncn2[C@H]1CN(Cc2ccco2)C[C@@H](CO)O1	4.3
CCCCNc1cccc2c1S(=O)(=O)N[C@@H](C)CO2	2.0
Nc1[nH]c(C(=O)c2ccccc2)c(-c2ccccc2C(F)(F)F)c1C(=O)NCCc1cccs1	2.5
Cc1cccc(C)c1NC(=O)C(C1CC1)n1c(-c2ccc(-c3ccccc3)cc2)nc2ccccc21 (stereo not drawn)	0.2
O=C(NC1CCCC1)C1c2ccccc2OCC(=O)N1Cc1ccccc1 (stereo not drawn)	0.2
CC1(c2nnnn2Cc2ccccc2)CCC(=O)N1C1CC1 (stereo not drawn)	0.1
CSc1ccc(Cn2c(C)c(C(=O)NCc3cccs3)sc2=O)cc1	2.1
CCOC(=O)C1=C[C@@H](C(C)C)N(S(=O)(=O)c2ccc(C)cc2)[C@H]1c1ccc(C(C)C)cc1	6.0
